# GoLoco inh red: qHTS Assay for Inhibitors of RGS12 GoLoco Motif Activity (Red Fluorophore); Guanine nucleotide-binding protein G(i) subunit alpha-1 (Homo sapiens), P63096; Gai1:RGS12 GoLoco peptide FP, rhodamine, 10 min; 230,000 tested, 0.44% active; Potency, µM (series often up to 61.6 µM), for the others: at the top dose activity, negative = inhibition, actives largely listed as inhibitors; active = well fitted inhibition curve with a large enough effect, not every such curve was filed as active; inactive = no such curve, though single readings can be large or run the other way; also: nearly all actives have a fitted effect of over 30% in size; many of its hits are not listed in these tables
# TexasRed fluor: Total Fluorescence Counterscreen for Inhibitors of the Interaction of Thyroid Hormone Receptor and Steroid Receptor Coregulator 2. AID 1479, 2009. Potency, µM (series often up to 106 µM), for the others: at the top dose fluorescence change, negative = quenching. TRb/SRC2 Texas Red total fluorescence interference. 280,000 tested, 0.29% active; active = well fitted curve in either direction with a large enough effect; inconclusive = small, poorly fitted or top-dose-only effect
#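 Human TRβ ligand-binding domain (0.6 uM) and Texas Red SRC2 peptide (20 nM) in Tris buffer with 1 uM T3 and 5% DMSO were incubated with pinned compound for 5 hr at ambient temperature. Total fluorescence was computed as S + 2P (555/632 nm).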
# Tau ThT inhib: qHTS for Inhibitors of Tau Fibril Formation, Thioflavin T Binding; Potency, µM (titrated, usually from 57.4 µM), for the others: at the top dose activity, negative = inhibition, usual class: inhibitors; recombinant tau K18 P301L, heparin-induced fibrillization, ThT fluorescence; AID 1460, 2008; 270,000 tested, 2.1% active; also: nearly all actives have a fitted effect of over 55% in size
# Target sequence (P10636 561-689 P618L limits assumed): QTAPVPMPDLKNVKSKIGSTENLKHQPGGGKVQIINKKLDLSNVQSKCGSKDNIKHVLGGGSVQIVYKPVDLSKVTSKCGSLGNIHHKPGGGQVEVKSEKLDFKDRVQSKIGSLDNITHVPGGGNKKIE
#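 Using a mix of unlabeled (15 uM) and Alexa 594-labeled (0.24 uM) tau K18 P301L, heparin-triggered fibrillization over 6 hr at 37 C was scored by ThT fluorescence.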
# L3MBTL1 block: qHTS Assay for the Inhibitors of L3MBTL1 | AlphaScreen L3MBTL1–H3K9me1 peptide binding | Potency, µM (doses to about 57.1 µM), inactives show at the top dose activity, negative = inhibition, usual class: inhibitors | 230,000 tested, 0.66% active; also: nearly all actives have a fitted effect of over 60% in size
# Target sequence (Q9Y468 whole entry, looked up): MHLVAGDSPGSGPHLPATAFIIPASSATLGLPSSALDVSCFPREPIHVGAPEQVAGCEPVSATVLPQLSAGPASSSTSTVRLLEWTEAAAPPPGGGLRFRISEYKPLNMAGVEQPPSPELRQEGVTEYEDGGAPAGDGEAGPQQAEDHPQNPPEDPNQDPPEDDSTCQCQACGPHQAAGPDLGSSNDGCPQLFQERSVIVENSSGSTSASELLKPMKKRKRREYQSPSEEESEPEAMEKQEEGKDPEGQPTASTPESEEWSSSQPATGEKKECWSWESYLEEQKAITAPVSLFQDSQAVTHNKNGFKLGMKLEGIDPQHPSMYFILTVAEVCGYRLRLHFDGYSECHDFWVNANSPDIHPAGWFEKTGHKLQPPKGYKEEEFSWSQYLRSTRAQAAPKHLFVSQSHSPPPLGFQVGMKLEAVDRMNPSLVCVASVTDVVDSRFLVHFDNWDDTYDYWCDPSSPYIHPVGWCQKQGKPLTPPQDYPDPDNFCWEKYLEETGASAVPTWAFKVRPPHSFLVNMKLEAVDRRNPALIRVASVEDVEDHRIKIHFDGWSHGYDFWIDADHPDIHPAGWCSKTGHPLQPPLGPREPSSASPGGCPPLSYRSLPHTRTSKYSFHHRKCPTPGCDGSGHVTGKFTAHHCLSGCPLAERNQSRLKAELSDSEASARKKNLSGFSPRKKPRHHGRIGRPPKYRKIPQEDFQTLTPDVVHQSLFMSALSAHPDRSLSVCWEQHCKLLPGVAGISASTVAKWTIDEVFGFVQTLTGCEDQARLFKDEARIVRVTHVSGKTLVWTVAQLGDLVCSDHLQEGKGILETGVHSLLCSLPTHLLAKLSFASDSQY
#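 AlphaScreen proximity signal between nickel-chelate acceptor and streptavidin donor beads (final 10 ug/mL) reports binding of 50 nM L3MBTL1 to 75 nM biotin-H3 K9me1 peptide; complex incubated with compounds 30 min at room temperature; cefsulodin titration as control.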
# RECQ1 helicase: qHTS Assay for Inhibitors of RecQ-Like Dna Helicase 1 (RECQ1) | 240,000 tested, 0.54% active | AID 2549, 2010 | RECQ1 DNA unwinding, red fluorescence kinetic read | Potency, µM (titrated, usually from 57.3 µM), for the others: at the highest dose activity, negative = inhibition, usual class: inhibitors | ATP-dependent DNA helicase Q1 (Homo sapiens), P46063;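 also: plate controls were vehicle for no effect and no enzyme for full effect; nearly all actives have a fitted effect of over 30% in size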
#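 50 nM RECQ1T1 preincubated 15 min with compound in Tris pH 8.0 buffer with MgCl2, DTT, Tween-20 and 2.5 ug/ml poly(dI-dC); started with 200 nM TAMRA/BHQ-2 forked duplex and 2 mM ATP. Unwinding read as fluorescence (525/598 nm), two reads 2 h apart.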
# TRb SRC2 PPI: qHTS for Inhibitors of the Interaction of Thyroid Hormone Receptor and Steroid Receptor Coregulator 2; TRbeta-SRC2 peptide binding, fluorescence polarization; receptor liganded with 1 µM T3; Potency, µM (highest dose often 106 µM), without a hit: at the top dose activity change, negative = inhibition, hits mostly inhibitors; 280,000 tested, 0.065% active;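 also: plate controls were bound peptide for no effect and peptide without receptor for full effect; nearly all actives have a fitted effect of over 50% in size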
#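 Fluorescence polarization of 20 nM Texas Red SRC2 peptide (20-aa NR interaction domain) bound to 0.6 uM human TRb ligand-binding domain, with 1 uM T3, after 5 hr at ambient temperature; inhibition seen as decreased polarization.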
# Tau FP inhib: qHTS for Inhibitors of Tau Fibril Formation, Fluorescence Polarization. Microtubule-associated protein tau (Homo sapiens), P10636. K18 P301L tau heparin fibrillization, Alexa594 FP, 6 h. Potency, µM (highest dose often 57.7 µM), for the others: at the top dose activity, negative = inhibition, most hits filed as inhibitors. 280,000 tested, 0.39% active. AID 1468, 2008; also: nearly all actives have a fitted effect of over 55% in size
#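 Quantitative HTS format: compounds meet 15 uM recombinant K18 P301L tau and Alexa 594-tau tracer in 100 mM sodium acetate pH 7; 20 uM heparin triggers fibrillization at 37 C over 6 hr; FP gives the signal.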
# JMJD2E inh: qHTS Assay for Inhibitors of Human Jumonji Domain Containing 2E (JMJD2E); 230,000 tested, 1.6% active; AID 2147, 2009; JMJD2E catalytic domain, FDH-coupled NADH fluorescence (FDH is formaldehyde dehydrogenase); Potency, µM (series often up to 57.1 µM), for the others: at the highest dose activity change, negative = inhibition, hits mostly inhibitors; Lysine-specific demethylase 4E (Homo sapiens), B2RXH2; active = well fitted inhibition curve with a large enough effect, not every such curve was filed as active; inconclusive = small, poorly fitted or top-dose-only effect, or another doubt; inactive = no such curve, though single readings can be large or run the other way;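 also: 0% = wells with enzyme and -100% = buffer wells without enzyme; nearly all actives have a fitted effect of over 50% in size; many of its hits are not listed in these tables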
# Numbers without * were called inactive; i = inactive; ? = inconclusive; / = no result given; [ ] = dose if it differs, or a comment. Unless noted, calls follow the shape of the dose curve; as a rule, active = well fitted curve in the direction sought with a large enough effect; inconclusive = small, poorly fitted or top-dose-only effect, or another doubt; inactive = no such curve, though single readings can be large; an effect the other way counts as inactive or inconclusive. Unless noted, % is scaled to controls: 0 for no effect and ±100 for the full control effect; potency is read from the fitted curve at half-maximal effect.
Compound	GoLoco inh red	TexasRed fluor	Tau ThT inhib	L3MBTL1 block	RECQ1 helicase	TRb SRC2 PPI	Tau FP inhib	JMJD2E inh
O=C(Cn1c(=O)nc(-c2ccccc2)c2ccccc21)Nc1ccc(Cl)c(C(F)(F)F)c1	/	1%	10%	/	/	-4%	-10%	/
Cc1ccccc1-n1nc(C)c2cc(C(=O)N3CCN(S(=O)(=O)c4ccc(Cl)cc4)CC3)sc21	5%	1%	-9%	-7%	-1%	-5%	0%	3%
CCc1ccc(-c2cn3c(n2)sc2cc(C(=O)NCCCc4ccccc4)ccc23)cc1	/	-12%	-10%	/	/	3%	-12%	/
O=C(Nc1ccc(F)cc1F)c1cc2ncc(CCCl)cn2n1	1%	-1%	5%	10%	-2%	-3%	-10%	-30%
Oc1ccc(-c2[nH]nc(-c3ccccc3)c2-c2nc3ccccc3[nH]2)cc1	-2%	-1%	-1%	1%	-8%	-1%	7%	-18%
COc1ccc(-c2c(C)n([O-])c3c([n+]2=O)CCCCC3)cc1OC	9%	2%	12%	4%	i	5%	0%	0%
COc1cc(C2C(=O)N(C3CCCCC3)CC(=O)N2CCc2ccccc2)ccc1OC(C)C (stereo unspecified)	/	-1%	1%	/	/	2%	12%	/
CCOCCCNC(=O)C(NC(=O)Cc1c[nH]c2ccccc12)c1ccc(OC)cc1 (stereo unspecified)	8%	0%	3%	9%	-1%	0%	-1%	7%
CCn1cc(-c2csc(N)n2)c(C)n1	15%	0%	-16%	/	?	1%	-7%	-2%
CCC1=C2CC[C@H]3C(=O)N(c4ccccc4)C(=O)[C@H]3[C@H]2[C@@]2(Cc3ccccc3)C(=O)N(CC(=O)OC)C(=O)N2C1=O	-8%	-5%	-14%	/	-1%	4%	9%	-5%
CN(CCOc1ccccc1)S(=O)(=O)c1ccc2oc3ccccc3c2c1	/	-1%	-7%	35%[activator]	i	4%	-6%	2%
O=C(NCCn1cc(SCC(=O)N2CCOCC2)c2ccccc21)c1ccccc1	-4%	-1%	9%	-2%	i	-14%	-8%	5%
CCOC(=O)c1c(C)oc2nc(C)nc(NCCc3ccc(Cl)cc3)c12	/	-8%	?	/	/	1%	-2%	/
CN1CCN(P(=O)(c2ccccc2)c2nc3ccccc3s2)CC1 (stereo unspecified)	5%	0%	5%	5%	12%	-3%	2%	-3%
CC(C)COCC(O)CCC(=O)NNC(=S)Nc1ccccc1 (stereo unspecified)	5%	0%	-4%	8%	-11%	2%	-8%	4%
COCCNc1cc(-c2ccccc2CN(C)C)ncn1	4%	2%	-3%	/	-10%	-1%	-6%	?

# Profiles as entered above. Values in the order: GoLoco inh red | TexasRed fluor | Tau ThT inhib | L3MBTL1 block | RECQ1 helicase | TRb SRC2 PPI | Tau FP inhib | JMJD2E inh
# CC(C)COCC(O)CCC(=O)NNC(=S)Nc1ccccc1 (stereo unspecified) is listed with 5% | 0% | -4% | 8% | -11% | 2% | -8% | 4%
# CCn1cc(-c2csc(N)n2)c(C)n1 is listed with 15% | 0% | -16% | / | ? | 1% | -7% | -2%

# Other results
Compound	GoLoco inh red	TexasRed fluor	Tau ThT inhib	L3MBTL1 block	RECQ1 helicase	TRb SRC2 PPI	Tau FP inhib	JMJD2E inh
COc1cccc(OC)c1C(=O)NC(C)c1ccccc1 (stereo unspecified)	-5%	0%	-6%	-4%	0%	16%	-6%	-2%
CC(=O)N(c1nc(CCl)cs1)c1c(C)cc(C)cc1C	1%	0%	1%	8%	-12%	4%	-5%	0%
Cc1nnsc1-c1nc2ccccc2[nH]1	12%	-8%	4%	0%	-10%	2%	1%	?
O=C(NCCc1ccc(Cl)cc1)c1nnc(Cc2ccc(Cl)cc2)o1	9%	-1%	-7%	5%	-3%	2%	-7%	10%
Cc1cc(C(=O)OCC(=O)Nc2nnc(C(C)C)s2)c2ccccc2n1	-15%	0%	1%	5%	-5%	7%	1%	-1%
N#CCCN(C(=O)COC(=O)c1ccc2c(=O)n3c(nc2c1)CCC3)c1ccccc1	8%	-6%	-6%	/	-19%	4%	6%	-2%
CCN(CC)c1ccc2c(c1)C(=O)N(C)C2=O	-2%	0%	?	31%[activator]	-5%	-1%	3%	-1%
COc1ccc(-c2cn3cc(C(=O)NN)ccc3n2)cc1	3%	-3%	-8%	-6%	i	5%	-9%	?
OCCC1CN(Cc2cnc(-c3ccccc3)s2)CCN1C1CCCCC1 (stereo unspecified)	-1%	2%	-6%	3%	-4%	-3%	2%	6%
Cc1nn(CCC(=O)NNC(=S)NCC(C)C)c(C)c1Br	6%	0%	-4%	/	i	-1%	1%	-4%
NCCC[C@@H](CC(=O)N[C@@H]1CCNC[C@H]1C(=O)N[C@H](CC(=O)N[C@@H](CCC(=O)O)CC(=O)O)Cc1c[nH]c2ccccc12)NC(=O)C[C@H](Cc1ccccc1)NC(=O)[C@@H]1CCCC[C@H]1N	0%	-1%	-12%	/	-1%	-2%	2%	-6%
COc1ccc(Cc2nnc(NC(=O)C3CCCO3)s2)cc1OC (stereo unspecified)	-11%	0%	-1%	5%	1%	8%	5%	-4%
Cc1cc(NC(=O)c2sc(Nc3ccc(F)c(Cl)c3)nc2N)no1	7%	-5%	?	2%	11%	1%	7%	2%
Cc1ccc(NC(=O)Cc2coc3ccc(C(C)C)cc23)cc1Cl	/	0.16µM*[quencher]	-13%	/	/	-28%[53 µM]	?	/
CS(=O)(=O)N1CCN(CC(=O)NC2CCCCC2)CC1	6%	1%	-10%	4%	-6%	4%	-4%	3%
Clc1ccc(-n2nnc(-c3cccnc3)n2)cc1Cl	0%	-4%	?	42%	-8%	-2%	4%	3%
COC(=O)C1=C(C)N(c2ccc(C)c(C)c2)/C(=C/c2ccc(O)cc2)C1=O	7%	1%	?	/	-1%	-3%	-12%	0%
Cc1nc(C)c(-c2csc(Nc3ccc(F)cc3)n2)s1	-2%	-3%	?	-15%	-22%	2%	?	?
Cc1ccc(C)c(NC(=O)C2CCN(S(=O)(=O)c3c(C)noc3/C=C/c3cccs3)CC2)c1	/	-1%	-2%	/	/	6%	-21%	/
COc1ccc(OCC(=O)N2CCN(C(=O)c3ccc(OC)c(OC)c3)CC2)cc1	/	-4%	-1%	/	/	-1%	-4%	/
CCSc1ncc(Cl)c(C(=O)Nc2ccc(S(=O)(=O)Nc3onc(C)c3C)cc2)n1	-1%	-3%	-15%	3%[11.4 µM]	-16%	-1%	9%	0%
O=C(O)c1ccc(/C=N/NC(=S)NC2CCCCC2)cc1	8%	3%	-2%	0%	0%	7%	-1%	10%
O=C(Oc1cc(=O)oc2ccccc12)c1ccco1	1%	-1%	-11%	3%	-3%	-7%	7%	-1%
COC(=O)NCCOc1cc(C)ccc1C	-6%	0%	-14%	0%[11.4 µM]	-2%	-2%	7%	11%
Cc1ccc(C(=O)NNc2c3ccccc3nc3ccccc23)cc1	-9%	-1%	3.2µM*	-20%	-3%	7%	?	i
CCOc1cc(/C=N/NC(=O)c2cccnc2)cc(Br)c1OCC(N)=O	12%	-3%	-2%	-10%[11.4 µM]	i	-5%	-9%	3%
O=C(O)CSc1nnc(COc2cccc3ccccc23)n1Cc1ccccc1	-3%	-1%	-10%	-17%	i	-2%	3%	?
Cc1ccc(NC(=O)COC(=O)CNC(=O)c2ccc(Br)cc2)c(C)c1	7%	0%	-5%	-5%	-5%	0%	-7%	2%
CCOC(=O)C1=C(c2ccccc2)Nc2ncnn2C1c1cccc(O)c1 (stereo unspecified)	192%[activator]	3%	-9%	10%	-10%	7%	-10%	-2%
CC(=O)C1=C(C)NC2(O)c3ccccc3C(=O)C12O (stereo unspecified)	-2%	-1%	11%	-9%	i	2%	11%	2%
CCCCC(=O)Nc1ccc2nc(SCC(=O)N3CCCC3)sc2c1	/	2%	1%	/	/	-5%	3%	/
CC1=C(C(=O)Nc2ccc(C)cc2C)C(CC(C)C)n2nc(SCc3ccccc3C)nc2N1 (stereo unspecified)	/	-1%	-2%	/	/	-5%	-3%	/
O=C(COC(=O)c1ccncc1)c1ccccc1	8%	0%	-9%	?	-3%	-7%	12%	-23%
O=C(C1=C[C@H](c2ccccc2)C[C@H](OCc2ccc(CO)cc2)O1)N1CCOCC1	-6%	-2%	-9%	14%	-10%	-3%	1%	2%
COc1ccc(CCNC(=O)c2cccs2)cc1OC	5%	2%	-4%	5%	i	6%	-3%	10%
CCOC(=O)N1CCN(C(=O)C2CCN(S(=O)(=O)c3ccc(C)cc3)CC2)CC1	10%	-3%	-8%	/	-12%	-4%	-14%	7%
COCCn1c(C)cc(C(=O)COc2ncnc3ccc(Br)cc23)c1C	3%	-1%	-6%	-29%	i	-3%	-7%	-9%
CC(C)c1cc(NC(=O)c2ccccc2)cc(C(C)C)c1O	-20%	-1%	0%	-1%	-5%	-17%	1%	-12%
O=C(COC(=O)CSc1ccc2ccccc2c1)NC1CC1	/	-2%	-4%	9%	-4%	10%	-5%	1%
COc1cc(/C=C/C(=O)O)cc(S(=O)(=O)Nc2ccccc2Cl)c1OC	6%	0%	0%	14%	-3%	-6%	3%	-10%
CC(=O)Nc1ccc(/C=N/NC(=O)c2cccc(S(=O)(=O)N3CCOCC3)c2)cc1	0%	-2%	8%	5%	0%	-5%	-3%	-7%
Cc1cc(=O)[nH]c(SCC(=O)O)c1C#N	/	2%	-1%	-2%	-2%	-3%	-4%	3%

# Bioassay records: PubChem, National Center for Advancing Translational Sciences (NCATS)

# An excerpt (hit frequency here may not be typical).
